Screening results deposited in PubChem BioAssay by National Center for Advancing Translational Sciences (NCATS).
HCMV antiviral: human cytomegalovirus inhibition | 410,000 compounds, 4.5% hits | activity change, negative = inhibition, % at 57.5 µM | HFF cells, HCMV-luciferase reporter, 72 h; stronger effect = lower value; in the data active means activity change below about -60%; inconclusive means no clear call, values can overlap the other calls; inactive means above about -39%
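Two-dose cell screen: HFF monolayers treated with compounds and infected with luciferase-expressing HCMV at 1 PFU/cell, 72 h at 37C, then lysed for luciferase measurement.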
AmpC inh no detg: AmpC beta-lactamase inhibition without detergent; 330,000 compounds, 0.52% hits; AmpC nitrocefin hydrolysis, absorbance 480 nm, 0.0001% Triton; AID 485341; P00811; Potency, µM (titrated, usually from 57.1 µM), inactives show at the top dose activity change, negative = inhibition, most hits filed as inhibitors;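 further: potency means the concentration at half of the fitted maximal effect; plate controls were no compound for no effect and no enzyme for full effect; nearly all actives have a fitted effect of over 20% in size; some results filed as inactive show a strong effect at the top dose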
Target sequence (P00811 whole entry, looked up): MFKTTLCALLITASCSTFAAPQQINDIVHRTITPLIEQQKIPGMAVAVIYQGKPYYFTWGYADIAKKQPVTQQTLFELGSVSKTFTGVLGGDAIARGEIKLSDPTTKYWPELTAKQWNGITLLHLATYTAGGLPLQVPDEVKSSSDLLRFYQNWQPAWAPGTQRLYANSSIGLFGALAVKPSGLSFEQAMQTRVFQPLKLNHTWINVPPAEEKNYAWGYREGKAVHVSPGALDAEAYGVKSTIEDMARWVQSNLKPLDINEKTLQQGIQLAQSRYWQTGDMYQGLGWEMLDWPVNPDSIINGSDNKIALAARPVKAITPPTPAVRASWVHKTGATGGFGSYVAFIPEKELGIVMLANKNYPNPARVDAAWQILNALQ
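AmpC (5.3 nM in the dispensed reagent) in 20 mM phosphate pH 7.0 with 0.01% (detergent screen) or 0.0001% Triton X-100 was preincubated with compounds for 15 min at room temperature. Nitrocefin was then added from an 800 uM solution, and hydrolysis was followed at 480 nm.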
HCV inhibitor: HCV inhibition; Potency, µM (top dose mostly 41.8 µM), for the others: at the top dose activity change, negative = inhibition, actives largely listed as inhibitors; Huh7.5.1 HCVcc-Cre infection, luciferase reporter, 44 h; 340,000 compounds, 3.4% hits; AID 651820; further: potency means the concentration at half of the fitted maximal effect
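Infectious HCV cell culture screen: compound-treated cells (1,000/well, pre-plated 4 h) are infected with HCVcc-Cre at roughly 0.5 moi and grown 44 h. Infection is quantified by luciferase signal after 15 min substrate incubation at room temperature.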
AmpC detergent: blocks E. coli AmpC beta-lactamase in detergent assay; Potency, µM (highest dose often 114 µM), inactives show top-dose activity change, negative = inhibition, hits mostly inhibitors; 370,000 compounds, 0.041% hits; AmpC hydrolysis of nitrocefin, absorbance 480 nm, 0.01% Triton;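 further: potency means the concentration at half of the fitted maximal effect; 0% = no-compound wells and -100% = no-enzyme wells; nearly all actives have a fitted effect of over 25% in size; some results filed as inactive show a strong effect at the top dose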
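AmpC (5.3 nM in the dispensed reagent) in 20 mM phosphate pH 7.0 with 0.01% (detergent screen) or 0.0001% Triton X-100 was preincubated with compounds for 15 min at room temperature. Nitrocefin was then added from an 800 uM solution, and hydrolysis was followed at 480 nm.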
Sm TGR block: blocks Schistosoma mansoni thioredoxin glutathione reductase | Q962Y6 | purified TGR, DTNB reduction, TNB absorbance 405 nm | Potency, µM (doses to about 114 µM), for inactives: at the highest dose activity change, negative = inhibition, usual class: inhibitors | 360,000 compounds, 3% hits | AID 485364; further: potency means the concentration at half of the fitted maximal effect; nearly all actives have a fitted effect of over 60% in size
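TGR 20 nM + NADPH 100 uM (dispensed conc.), cpd preinc 15 min RT; start with NADPH (500 uM addition) then DTNB (15 mM addition). Kinetic TNB absorbance, 405 nm filter. Four-parameter Hill fit across titration.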
Giardia FBPA inh: blocks Giardia fructose-bisphosphate aldolase activity; Potency, µM (doses to about 59.6 µM), without a hit: at the highest dose activity, negative = inhibition, actives largely listed as inhibitors; A8B2U2; purified Giardia FBPA; 290,000 compounds, 0.71% hits; AID 2451; further: potency means the concentration at half of the fitted maximal effect; nearly all actives have a fitted effect of over 55% in size
Target sequence (A8B2U2 whole entry, looked up): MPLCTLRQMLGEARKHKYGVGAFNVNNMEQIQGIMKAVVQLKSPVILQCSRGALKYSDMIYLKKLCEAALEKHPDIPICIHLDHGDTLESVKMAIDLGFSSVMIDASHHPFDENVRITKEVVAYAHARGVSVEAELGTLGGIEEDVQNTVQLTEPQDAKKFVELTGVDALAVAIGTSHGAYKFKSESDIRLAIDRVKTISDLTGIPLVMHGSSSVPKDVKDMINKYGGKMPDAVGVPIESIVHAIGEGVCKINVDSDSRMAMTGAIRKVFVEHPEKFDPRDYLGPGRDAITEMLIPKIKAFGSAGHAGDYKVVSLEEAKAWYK
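Giardia FBPA (40 nM reagent) was preincubated 10 min at RT with compound (up to 57.5 uM final), then substrate plus GAPDH/TPI/NAD/arsenate coupling system with diaphorase/resazurin was added; resorufin fluorescence (525/598 nm) was read after 20 min.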
An asterisk follows results filed as active; ? = inconclusive; . = no result given; & = joins results of further samples; [ ] = remark or other dose. Unless noted, the call rests on the fitted dose curve; in most records, active means well fitted curve in the direction sought with a large enough effect; inconclusive means small, poorly fitted or top-dose-only effect, or another doubt; inactive means no such curve, though single readings can be large; an effect the other way counts as inactive or inconclusive. Unless noted, on the % scale 0 is the no-effect control and ±100 the full control effect.

SMILES	HCMV antiviral	AmpC inh no detg	HCV inhibitor	AmpC detergent	Sm TGR block	Giardia FBPA inh
O=C(Nc1cccc(S(=O)(=O)N2CCOCC2)c1)c1ccc(N2CCOCC2)c([N+](=O)[O-])c1	?	-18.9%	?	-12.7%	-6.9%	0.0%
O=C(CN1CCCC1=O)N1CCOCC1	-2.0	-1.0%	9.7%	3.4%	8.0%	0.7%
COc1cc(/C=C2/SC(=Nc3ccc(O)cc3)NC2=O)cc(OC)c1O	27.5	-33.6%	?	-1.6%	7.1%	-13.0%
O=C(COC(=O)c1cc(-c2cccc(Br)c2)nc2ccccc12)NCC1CCCO1 (configuration not stated)	2.7	162.7%[activator]	10.2%	4.0%	6.3%	-7.4%
Cc1cc(=O)oc2c(C)c(OC(C)C(=O)N3CC[C@@]4(O)CCCC[C@H]4C3)ccc12 (some centres not stated)	46.4	42.8%	-18.3%	?	-17.7%	-11.6%
COc1cc(C(=O)NCC2CCCO2)cc(OC)c1OC (configuration not stated)	74.5	-5.4%	18.9%	-10.1%	3.3%	5.0%
CCOc1ccc(OCC)c(NC(=O)CSc2nc3c(c(=O)n(C)c(=O)n3C)n2CC)c1	-12.3	-15.1%	?	-15.7%	6.7%	7.0%
O=C(Nc1ccccc1)c1cccnc1Nc1ccccc1	-21.5	-19.2%	-8.2%	?	12.6%	-0.5%
COc1cccc(NC(=O)c2sc3ncn(CC(=O)N4CCN(c5ccccn5)CC4)c(=O)c3c2C)c1	16.6	181.1%[activator]	-28.6%	?	-1.7%	.
CCOc1cc(C(=O)OCC(=O)c2c(C)[nH]c3ccccc23)ccc1OCC(=O)N1CCOCC1	-23.4	184.8%[activator]	0.8%	-11.2%	0.0%	-4.3%
COc1ccc(/C=N/NC(=O)c2cc(-c3ccccc3OC(C)C)nc3ccccc23)cc1CN1CCOCC1	58.1	190.3%[activator]	?	-3.2%	3.1%	14.2%
CC1(C)Cc2nc3sc4c(NCCO)ncnc4c3cc2CS1	-11.0	67.1%[activator]	?	3.4%	-16.8%	-9.0%
N=c1oc2c3c4c(cc2cc1C(=O)Nc1ccccc1)CCCN4CCC3	.	-0.3%	7.94µM*	-11.2%	-0.4%[11.4 µM]	?
N#Cc1ccccc1CN1C(=O)c2ccccc2S1(=O)=O	46.5	-10.4%	3.2%	-4.1%	-2.4%	-4.3%
COC(=O)C(NC(=O)c1ccc(F)cc1)(Nc1nc(C)cs1)C(F)(F)F (configuration not stated)	-8.0	-6.0%	3.2%	-2.5%	-0.8%	-8.4%
CC1=NN(C(=O)c2csc(C)c2C)C(O)(C(F)(F)F)C1 (configuration not stated)	2.0	0.2%	1.6%	-11.5%	-6.3%	3.2%
COc1ccc(C2=CC(c3ccc(N(C)C)cc3)n3nnnc3N2)cc1 (configuration not stated)	11.3	.	.	15.7%	-3.1%	.
CC(C)NC(=O)Nc1cccc2c1O[C@H](CN(C)C(=O)NC1CCCCC1)[C@H](C)CN([C@H](C)CO)C2=O	15.8	152.4%[activator]	-5.1%	.	.	.
Cc1ccc(-c2nn(CC(=O)N3CCOCC3)c(=O)c3ccccc23)cc1S(=O)(=O)N(C)C	163.7	60.6%[activator]	9.8%	-0.1%	10.1%	0.2%
C(=N\NCc1ccccc1)/c1ccc2nccnc2c1	74.3	-4.4%	-4.2%	1.8%	-0.3%	-1.6%
CC(C)OC(=O)CSc1nc(-c2ccc(F)cc2)cc(C(F)(F)F)n1	-25.4	-20.6%	-10.7%	?	-2.2%	3.2%
CCOC(=O)c1cc(NC(=O)COC)ccc1O	.	-6.7%	.	3.0%	8.7%	2.3%
O=C(NNc1ccccc1Cl)C(O)(c1cccc(C(F)(F)F)c1)c1cccc(C(F)(F)F)c1	-100.3*	-22.1%	?	-0.3%	16.2%	-6.3%
CCOc1ccc(CNC(=O)C(CC)n2nc(C)n3c(cc4occc43)c2=O)cc1OC (configuration not stated)	43.5	16.7%	?	?	9.2%	0.6%
CC(=O)N(CC1CCCO1)c1nnc(-c2cnccn2)s1 (configuration not stated)	-9.0	-17.5%	5.7%	-16.5%	0.6%	5.6%
O=[N+]([O-])c1ccc(N2CCOCC2)nc1	11.3	-17.8%	19.3%	-8.2%	2.1%	8.8%
CCN(Cc1ccccc1)S(=O)(=O)c1ccc(C(=O)N(CCCN(C)C)c2nc3cc(OC)ccc3s2)cc1	-15.2	172.4%[activator]	25.1µM*	-20.3%	6.0%	.
CCCn1c(SCc2cc(=O)[nH]c3ccccc23)nc2c1c(=O)n(C)c(=O)n2C	12.3	-19.9%	-3.4%	-17.7%	0.0%	-4.1%
Cc1cnc(NC(=O)c2cccs2)s1	1.0	-22.4%	5.2%	2.0%	-1.8%	-6.6%
Cc1cccc(C)c1NC(=O)C(Cl)C(=O)c1ccccc1 (configuration not stated)	33.4	-10.7%	14.1%	-0.3%	-7.4%	0.1%

Record cards (already shown).
CCOC(=O)c1cc(NC(=O)COC)ccc1O is listed as HCMV antiviral = .; AmpC inh no detg = -6.7%; HCV inhibitor = .; AmpC detergent = 3.0%; Sm TGR block = 8.7%; Giardia FBPA inh = 2.3%
CC(C)NC(=O)Nc1cccc2c1O[C@H](CN(C)C(=O)NC1CCCCC1)[C@H](C)CN([C@H](C)CO)C2=O is listed as HCMV antiviral = 15.8; AmpC inh no detg = 152.4%[activator]; HCV inhibitor = -5.1%; AmpC detergent = .; Sm TGR block = .; Giardia FBPA inh = .

(more compounds)
SMILES	HCMV antiviral	AmpC inh no detg	HCV inhibitor	AmpC detergent	Sm TGR block	Giardia FBPA inh
O=C(Nc1cccc2ccccc12)C1CCCC1	18.9	-6.3%	11.5%	?	-2.6%	8.7%
O=C(C1CCN(c2nnnn2-c2ccccc2)CC1)N1CCN(c2ccccc2)CC1	-29.2	-14.4%	14.2%	-11.7%	-7.7%	0.9%
O=C(C1COc2cc(S(=O)(=O)Nc3ccc(Cl)cc3)ccc2O1)N1CCCC1 (configuration not stated)	-18.5	.	.	-7.3%	-10.7%	.
CCCCn1c(N)c(N(CC)C(=O)c2cccc(OCc3ccccc3)c2)c(=O)[nH]c1=O	28.8	51.3%	8.0%	8.6%	-6.8%	.
Cc1ccc2onc(CC(=O)N3CCN(c4cccc(C)c4C)CC3)c2c1	-2.8	.	.	4.9%	-5.4%	.
Cc1ccccc1Cn1cnc2nc3c(cc2c1=O)CC(C)CC3 (configuration not stated)	23.9	.	.	1.3%	19.3%	.
CC(C)(C)NC(=O)C(c1ccncc1)N(Cc1cccs1)C(=O)Cn1nnc(-c2cccs2)n1 (configuration not stated)	-1.6	64.2%[activator]	?	-1.9%	50.1µM*	-17.7%
O=C(NCCN1C(=O)C2C3C=CC(C3)C2C1=O)Nc1ccc(Br)cc1 (configuration not stated)	107.2	-0.9%	8.1%	-15.1%	1.8%	2.0%
CC(C)(O)C#Cc1ccc(C(=O)N2CCN(c3ccc(F)cc3)CC2)cc1	-38.5	69.0%[activator]	-14.1%	-0.9%	1.9%	1.6%
CCn1nc(C)cc1-c1n[nH]c(=S)n1N	?	-16.1%	17.2%	1.2%	12.9%	7.06µM*
CC(Sc1nncn1-c1ccccc1)C(=O)Nc1cccc([N+](=O)[O-])c1 (configuration not stated)	-34.1	-42.5%	4.9%	?	-10.5%	-1.6%
COc1ccc(CNS(=O)(=O)c2cc(Br)cc3c2N(C(C)=O)C(C)C3)cc1 (configuration not stated)	-39.4&-24.4	-21.3%	19.0%	1.7%&6.4%	-1.6%&4.2%	5.3%
O=C(COc1ccc(Br)cc1Br)NC(=O)NC1CCCC1	58.7	-33.0%	10.2%	-1.0%	9.7%	-1.5%
CCn1c(CN2CCN(c3cccc(Cl)c3)CC2)nc2c1c(=O)[nH]c(=O)n2C	-19.0	.	.	21.3%	2.4%	.
CC1(C(=O)N(CC(=O)NC2CCCC2)Cc2ccccc2)CC(=O)N=C2C=CC=CN21 (configuration not stated)	-10.4	-5.9%	14.8%	-2.7%	29.4%	-7.4%
CC(C)CN(CC(C)C)C(=O)C1CCCN(S(=O)(=O)c2ccc3c(c2)oc(=O)n3C)C1 (configuration not stated)	7.4	.	.	7.3%	3.1%	.
N#Cc1nc(-c2ccccc2F)oc1NCc1ccccc1	-2.6	-17.5%	-16.2%	-0.5%	3.3%	-2.2%
Cc1cccc(NC(=O)CSc2nnc(-c3ccc(S(=O)(=O)N4CCOCC4)cc3)n2C)c1	31.3	77.0%[activator]	0.9%	?	7.7%	0.6%
CCOC(=O)C1CCN(S(=O)(=O)c2ccccc2)CC1	25.2	-13.8%	17.8%	-1.6%	3.3%	-2.4%
COc1cc(-c2cc(N3C(=O)Nc4ccccc4N3O)n[nH]2)cc(OC)c1OC	-17.7	-15.2%	11.8%	?	9.8%	-1.4%
COc1ccc(-n2c(O)c(C=NCc3ccc4c(c3)OCO4)c(=O)[nH]c2=O)cc1	12.5	-18.7%	17.9%	-2.6%	14.1µM*	2.0%
CSc1ccc(CNC(=O)c2cc3cc(S(=O)(=O)N4CCCCC4)ccc3n2C)cc1	-31.2	.	.	17.0%	1.9%	.
Cc1cccc(C(=O)N2CCc3cc(CNS(=O)(=O)c4ccc(Cl)s4)ccc32)c1	-3.5	.	.	14.0%	0.7%	.
CCN(Cc1cc2cc(C)ccc2[nH]c1=O)C(=O)c1cccc([N+](=O)[O-])c1	-16.7	-13.4%	-21.7%	-4.0%	0.2%	3.5%
O=S(=O)(NCC1CCCO1)c1ccc(Cl)cc1 (configuration not stated)	2.0	-12.5%	18.2%	-8.9%	-21.4%	-9.4%
CCOc1ccccc1C1CC(c2ccc(Cl)cc2)Nc2nc(N)nn21 (configuration not stated)	12.8	107.3%[activator]	4.5%	4.0%	7.8%	4.8%

A section from the list above, as a working copy:
SMILES	HCMV antiviral	AmpC inh no detg	HCV inhibitor	AmpC detergent	Sm TGR block	Giardia FBPA inh
Cc1cccc(C(=O)N2CCc3cc(CNS(=O)(=O)c4ccc(Cl)s4)ccc32)c1	-3.5	.	.	14.0%	0.7%	.
CCN(Cc1cc2cc(C)ccc2[nH]c1=O)C(=O)c1cccc([N+](=O)[O-])c1	-16.7	-13.4%	-21.7%	-4.0%	0.2%	3.5%
O=S(=O)(NCC1CCCO1)c1ccc(Cl)cc1 (configuration not stated)	2.0	-12.5%	18.2%	-8.9%	-21.4%	-9.4%
CCOc1ccccc1C1CC(c2ccc(Cl)cc2)Nc2nc(N)nn21 (configuration not stated)	12.8	107.3%[activator]	4.5%	4.0%	7.8%	4.8%

Compounds were not picked by outcome; about 9.9% have a hit in one of these screens.
